PI5P4K alpha inh – PI5P4K alpha (human) kinase inhibition | P48426 | actives 1.2% (n = 330,000) | PI5P4Kalpha enzyme, ADP-Glo luminescence, 60 min; stronger effect = lower value | AID 652105 | max response, %; active means max response of -50% or lower; inconclusive means between -30% and -50%; inactive means -30% or higher; further: value at the top dose of about 77 µM; on the % scale 0 is the no-effect control and ±100 the full control effect
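Reactions run in 0.038 M HEPES pH 7.4, 0.28 mM EGTA, 0.1% CHAPS and 5% DMSO, with PI5P4Kalpha, substrate, compound and 5 microM ATP final, one hour at room temperature. Readout is ADP-Glo luminescence.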
CCT chaperon mod – changes cytosolic chaperonin activity; purified chaperonin ATPase assay, HTRF ADP detection, 30 min; activity change, % (no concentration beside the values), hits read low; actives 0.3% (n = 360,000); AID 651819; in the data active means activity change below about -30%; further: on the % scale 0 is the no-effect control and ±100 the full control effect
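ATPase activity: ADP formed was measured by HTRF Transcreener (665/615 nm ratio) after 30 min at 37 deg C with 10 uM ATP. Compounds screened at one 76 uM concentration against 40 or 20 nM TRiC in Tris pH 7.4/KCl/MgCl2/DTT buffer.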
PLK1 PBD inh – blocks phosphopeptide binding to human PLK1 polo-box domain. P53350. actives 2.8% (n = 360,000). Potency, µM, inactives show max response, negative = inhibition, most hits filed as inhibitors. Plk1 PBD binding of FITC phosphopeptide, fluorescence polarization; further: potency means the concentration at half of the fitted maximal effect; series mostly up to about 57 µM; on the % scale 0 is the no-effect control and ±100 the full control effect; nearly all actives have a fitted effect of over 65% in size
EPAC1 ag – activates human EPAC1 exchange factor | O95398 | EPAC1 agonist qHTS, biochemical assay; response scale: 100% = response to 6.5 mM cAMP | Potency, µM (series often up to 154 µM), inactives show at the highest dose activation, hits mostly activators | actives 0.073% (n = 360,000); further: potency means the concentration at half of the fitted maximal effect; nearly all actives have a fitted effect of over 60% in size
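Fluorescent GDP-exchange assay: 100 nM EPAC1 with 250 nM Rap1B preloaded with BODIPY-GDP and 50 uM GDP; compounds tested as concentration series, 5 min at room temperature, then read every 5 min for 30 min (ex 480/em 540 nm); normalized to 6.5 mM cAMP.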
EPAC2 antag – blocks human EPAC2 exchange factor. EPAC2 GEF exchange of Rap1B-BODIPY-GDP, fluorescence. Potency, µM (titrated, usually from 114 µM), without a hit: at the highest dose activity, negative = inhibition, most hits filed as inhibitors. actives 0.18% (n = 360,000). AID 720708; further: potency means the concentration at half of the fitted maximal effect; on the % scale 0 is the no-effect control and ±100 the full control effect; nearly all actives have a fitted effect of over 45% in size; many of its hits are not listed in these tables
WRN helicase inh – inhibitors of human WRN helicase. actives 0.46% (n = 360,000). WRN helicase unwinding, fluorescent forked duplex, kinetic. Potency, µM (top dose mostly 114 µM), for the others: at the top dose activity change, negative = inhibition, actives largely listed as inhibitors. Q14191; further: potency means the concentration at half of the fitted maximal effect; on the % scale 0 is the no-effect control and ±100 the full control effect; nearly all actives have a fitted effect of over 55% in size
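Primary qHTS, 1536-well format. 20 nM WRN + compound, 15 min RT; start with 100 nM forked fluorophore/quencher duplex, 2 mM ATP (final); kinetic read ex 525/em 598 nm.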
EPAC1 antag – antagonists of human EPAC1; EPAC1 GEF assay, Rap1b-BODIPY-GDP exchange fluorescence; actives 0.14% (n = 360,000); O95398; Potency, µM (titrated, usually from 115 µM), for inactives: top-dose activity change, negative = inhibition, usual class: inhibitors; AID 720709;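 further: potency means the concentration at half of the fitted maximal effect; plate controls were vehicle for no effect and positive control for full effect; nearly all actives have a fitted effect of over 50% in size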
MmCpn inh – M. maripaludis TRiC chaperonin inhibition | purified Mm-Cpn ATPase, ADP Transcreener TR-FRET | Potency, µM (series often up to 76.9 µM), for the others: at the top dose activity, negative = inhibition, actives largely listed as inhibitors | actives 0.031% (n = 330,000) | AID 504842; further: potency means the concentration at half of the fitted maximal effect; on the % scale 0 is the no-effect control and ±100 the full control effect; nearly all actives have a fitted effect of over 80% in size
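ATPase turnover read by TR-FRET ADP competition (Eu cryptate antibody/ADP-d2, 665/590 nm): 10uM ATP final, 25nM Mm-CPN final, 30 min 37degC after 10-min compound preincubation, pH 7.4 Tris/KCl/MgCl2/DTT buffer.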
* = called active by the depositor; ? = inconclusive; · = not tested or not shown; [ ] = dose if it differs, or a comment. Unless noted, the call rests on the fitted dose curve; in most records, active means well fitted curve in the direction sought with a large enough effect; inconclusive means small, poorly fitted or top-dose-only effect, or another doubt; inactive means no such curve, though single readings can be large; an effect the other way counts as inactive or inconclusive. Only part of the results is shown, so the mix of outcomes need not match the whole.

SMILES | PI5P4K alpha inh | CCT chaperon mod | PLK1 PBD inh | EPAC1 ag | EPAC2 antag | WRN helicase inh | EPAC1 antag | MmCpn inh
Cc1ccc(NC(=O)c2ccc(CNS(=O)(=O)c3cccc(C(F)(F)F)c3)cc2)cc1 | 8 | -6.2 | -2% | 3% | 3% | -11% | 0% | -1%
c1ccc2c(c1)-c1nc3ccccc3cc1C2N1CCCCC1 (stereo not drawn) | 19 | 2.2 | 2% | 1% | -15% | 12% | -5% | ·
Clc1cc2c(cc1/C=N/Nc1nc(N3CCOCC3)nc(N3CCOCC3)n1)OCO2 | 2 | -2.3 | -10% | -2% | -3% | -5% | -14% | 2%
COc1ccc(C)cc1S(=O)(=O)N1CCCC(C(=O)NC2CC2)C1 (stereo not drawn) | 5 | -2.4 | 3% | 2% | 5% | -21% | -18% | -5%
COc1ccccc1-n1c(SCC(=O)OC(C)C)nc2cccnc21 | 2 | -3.7 | -23% | 3% | -7% | 0% | -9% | -1%
COCCNC(=O)c1onc(CSc2ccc(C(C)C)cc2)c1C(=O)O | -4 | 0.6 | -2% | -29% | -15% | -6% | 11% | 0%
CCCCn1c(N)c(N(CCOC)C(=O)c2ccc(N3C(=O)CCC3=O)cc2)c(=O)[nH]c1=O | 0 | -2.4 | -1% | 8% | 5% | -6% | 10% | 1%
CCOc1ccc2[nH]c(=O)c(CN(CCCN3CCOCC3)Cc3nnnn3Cc3ccc(OC)cc3)cc2c1 | 13 | -1.5 | -12% | -3% | -2% | 8% | -17% | 0%
Cc1ccc(S(=O)(=O)N2CCCC(C(=O)NCc3ccc4c(c3)OCO4)C2)cc1 (stereo not drawn) | -7 | -5.1 | -8% | -5% | -4% | 1% | -11% | -4%
CC(C)C1CC(CCN)(c2ccccc2)CCO1 (stereo not drawn) | 0 | -0.6 | 1% | 2% | 8% | -3% | -1% | -1%
CSc1ccc(/C=C/C(=O)OCC(=O)NCC2CCCO2)cc1 (stereo not drawn) | -5 | -3.8 | -7% | 6% | -7% | 2% | -3% | -3%
CC1(C)Cc2c(sc(NC(=O)C(=O)N3CCCCC3)c2C(=O)O)CO1 | -7 | -2.8 | -10% | -5% | -2% | -3% | -9% | -2%
CCOc1ccc(/C=N/OCC(=O)NCc2ccc3c(c2)OCO3)cc1OC | 1 | -3.0 | 0% | 5% | -1% | -23%[57.1 µM] | -10% | 3%
CCN(CC)S(=O)(=O)c1cc(-c2nnc(-c3ccc(Br)cc3)o2)ccc1Cl | -2 | 0.3 | -4% | 1% | -2% | 3% | -2% | 3%
COc1ccc(-c2c3c(nc4sc(C(=O)Nc5cc(C)on5)c(N)c24)CCC3)cc1 | · | 1.2 | 2% | 10% | -9% | -12% | 6% | 0%
CCCCN(CC)S(=O)(=O)c1ccccc1 | 5 | -1.8 | -3% | -4% | 0% | -9% | -1% | 0%
CCN(C(=O)c1cc2cc(OC)ccc2oc1=O)c1ccccc1 | -4 | -1.7 | -1% | 3% | 0% | -7% | 1% | 1%
O=C1CC/C=C\C[C@@H](CC(=O)N(CCO)Cc2ccccc2)C(=O)N[C@H](Cc2ccccc2)CO1 | 0 | -3.2 | -9% | -13% | 4% | -28% | 2% | 3%
O=C(Nn1cnnc1)c1ccccc1F | -3 | -3.0 | -14% | -1% | 0% | 4% | -7% | 2%
CC(C)CCNC(=O)Cn1c(=O)oc2cc(S(=O)(=O)N3CC(C)CC(C)C3)ccc21 (stereo not drawn) | 1 | -0.5 | 6% | -12% | 20% | 0% | -5% | -1%
Cc1cccc(-n2c(CNC(=O)COc3ccccc3)nnc2SCC(=O)Nc2nccs2)c1 | 6 | 0.1 | 1% | 7% | 0% | -17% | -16% | -26%
COc1ccccc1N(C)S(=O)(=O)c1ccc(C(=O)OCC(N)=O)cc1 | 8 | 0.7 | -5% | -2% | 14% | -2%[57.1 µM] | 4% | -2%
Cc1csc(SCC(=O)NC2CCC(C)CC2)n1 (stereo not drawn) | 1 | 4.1 | -5% | 23% | 9% | -6% | 1% | 4%
CC(C)CCNc1nc(N)c([N+](=O)[O-])c(NC2CCCCC2)n1 | -7 | -1.9 | -8% | 9% | -17% | 0% | 6% | -2%
CCOC(=O)C1=CC[C@@H](c2ccccc2Cl)N(S(=O)(=O)c2ccc(C)cc2)[C@H]1C(=O)OCC | 1 | -0.3 | 1% | 2% | 2% | 0% | -4% | -7%
Cc1ccc(-c2nnc(N3CCOCC3)c3ccccc23)cc1S(=O)(=O)N(C)C | 2 | -9.5 | -12% | -2% | 3% | -6% | -14% | 2%
CCN(C(=O)COC(=O)c1cc(Cl)ccc1OC)c1c(N)n(Cc2ccccc2)c(=O)[nH]c1=O | 1 | 0.5 | -1% | -8% | 7% | 18% | -3% | 0%
O=C(CSc1ccc2nnc(-c3ccc(F)cc3)n2n1)NCc1ccco1 | · | 0.8 | -24% | -2% | -3% | -24% | 0% | -13%
Cc1cccc(OCCCC(=O)Nc2ccc(Cl)c(S(=O)(=O)N3CCOCC3)c2)c1 | -8 | 0.2 | -5% | 12% | -9% | -6% | -14% | -3%
Cn1c(SCC(=O)OCc2ccccc2)nnc1-c1ccco1 | 8 | 1.8 | -8% | 2% | 16% | -14% | 6% | 2%
O=C(NCCS(=O)(=O)N1CCN(Cc2ccccc2)CC1)c1ccccc1 | -2 | -15 | -1% | 10% | 3% | -7% | -7% | 0%
CC(=O)Nc1ccc(S(=O)(=O)NCc2nc(-c3ccccc3)no2)cc1 | 5 | -0.9 | -3% | -5% | -1% | 7% | ? | 2%
COc1ccc(N(C)C(=O)C2CCN(S(=O)(=O)c3cccc4nsnc34)CC2)cc1 | -5 | -2.1 | -10% | -6% | 4% | -1% | -18% | 1%
C=CCc1ccc(OCCn2cncn2)c(OC)c1 | 2 | -1.8 | 1% | 0% | 8% | 6% | -4% | -2%
CCOC(=O)N1CCN(c2nc3ccc(C(=O)c4ccccc4)cc3n3cnnc23)CC1 | 0 | 0.1 | -5% | 4% | 0% | -1% | 31%[activator] | 0%
CCOc1ccc(-c2nc(-c3cccnc3)no2)cc1OCC | -5 | -2.4 | -7% | 13% | -4% | 5% | 19% | 0%
CCN1CCN(C(C(=O)NC2CCCCC2)C2CC2)CC1 (stereo not drawn) | -1 | -2.0 | -2% | -3% | -5% | -4% | -5% | ·
Cc1ccc(S(=O)(=O)NNC(=O)c2ccc(F)cc2)cc1 | 3 | -1.2 | -4% | 9% | 5% | -9% | -2% | -1%
Cc1ccc(-c2nc3ncccc3o2)cc1NC(=O)c1sc2ccccc2c1Cl | · | -1.4 | -10% | 2% | -3% | -5% | -2% | -7%
Cc1ccc(-c2cc(C(=O)OCC(=O)N(C)c3c(N)n(Cc4ccccc4)c(=O)[nH]c3=O)c3ccccc3n2)o1 | -21 | -14 | -17% | -19% | 7% | ? | -7% | -7%
COc1cc(C(=O)NNC(=O)c2cc(=O)[nH]c3ccccc23)cc(OC)c1OC | 5 | -12 | -5% | 10% | 0% | -28% | 9% | -3%
Cc1csc(N/N=C\c2cccnc2)n1 | -3 | -3.7 | -16% | -10% | 2% | 0%[57.1 µM] | -4% | -17%
O=c1c([N+](=O)[O-])c[nH]c2ccccc12 | 0 | -8.8 | -9% | -9% | 12% | -5% | 3% | 1%
CCN(CC)C(=O)C1CCCN(c2ccc([N+](=O)[O-])cc2/C=N/NC(=O)c2ccc([N+](=O)[O-])cc2)C1 (stereo not drawn) | -2 | -1.1 | 0% | -10% | 4% | 9% | -2% | 0%
Cc1cc(C(=O)O)ccc1-n1c(C)cc(/C=C2\SC(=O)NC2=O)c1C | -58* | -0.9 | -9% | -12% | 6% | -6%[11.6 µM] | -1% | 1%
CCNc1nc(NC(C)C)nc(NS(=O)(=O)c2ccc(Cl)cc2)n1 | · | 1.8 | -10% | -3% | 14% | -3% | 13% | -1%
COC(=O)[C@]12CCCCC=C1N(Cc1ccccc1)C(=O)[C@H](CC(=O)NCc1ccccc1)C2 | 0 | -2.1 | -21% | -1% | -19% | -9% | -21% | ·
CCn1c(SCc2nc3cc(OC)c(OC)cc3c(=O)[nH]2)nc2ccccc21 | -1 | 2.3 | 0% | -7% | -3% | -11%[57.1 µM] | -19% | 1%
CC1CCCCC12NC(=O)N(CC(=O)Nc1cccnc1Cl)C2=O (stereo not drawn) | 0 | -1.1 | -7% | -2% | 7% | -5% | -9% | 0%
Cc1c(NC(=O)C(C)Oc2ccccc2F)c(=O)n(-c2ccccc2)n1C (stereo not drawn) | -8 | -1.2 | -4% | 5% | 5% | 8% | 2% | 0%
CCOC(=O)c1c(NC(=S)Nc2ccc(Cl)cc2)sc2c1CCN(C)C2 | -5 | 1.2 | -29% | 0% | 10% | 32% | 12% | -5%
Cc1cccnc1NC(=O)CCNS(=O)(=O)c1ccc2c(c1)c(=O)n(C)c(=O)n2C | 2 | -0.3 | -13% | -2% | 2% | -8% | -2% | 0%
N#Cc1cccc(C#N)c1N1CCC(C#N)CC1 | 11 | -1.4 | -1% | 4% | 3% | 0%[57.1 µM] | 0% | -4%
CS(=O)(=O)N(CC(=O)NCCSc1ccccn1)c1ccc(F)cc1 | 2 | 3.3 | -12% | -2% | -14% | -11% | -5% | 2%
CCCNC(=O)C1(C)CCCN(Cc2csc3ccccc23)C1 (stereo not drawn) | 3 | 0.0 | -7% | -12% | -12% | 4%[57.1 µM] | -8% | ·
CC(C)c1ccc(N)c(S(=O)(=O)O)c1 | -1 | -1.6 | -9% | -1% | 2% | -2% | -6% | 1%
COc1ccccc1NC(=O)c1c([N+](=O)[O-])cnn1C | -1 | -3.3 | -14% | 3% | 2% | 2% | -7% | 0%
N=C1C(c2nc3ccccc3[nH]2)=C(O)CN1c1ccc(CC(=O)O)cc1 | · | -3.3 | -10% | -1% | 6% | -23% | 0% | 0%
Cc1ccc(NC(=O)C2CC2)cc1S(=O)(=O)N1CCOCC1 | 2 | -2.4 | -15% | 0% | -2% | 6%[11.6 µM] | -15% | 0%

3 entries already listed, ordered by SMILES length, low to high.
SMILES | PI5P4K alpha inh | CCT chaperon mod | PLK1 PBD inh | EPAC1 ag | EPAC2 antag | WRN helicase inh | EPAC1 antag | MmCpn inh
CC(C)c1ccc(N)c(S(=O)(=O)O)c1 | -1 | -1.6 | -9% | -1% | 2% | -2% | -6% | 1%
COc1ccccc1NC(=O)c1c([N+](=O)[O-])cnn1C | -1 | -3.3 | -14% | 3% | 2% | 2% | -7% | 0%
N=C1C(c2nc3ccccc3[nH]2)=C(O)CN1c1ccc(CC(=O)O)cc1 | · | -3.3 | -10% | -1% | 6% | -23% | 0% | 0%
